TrxR1 substrate: qHTS Assay for Substrates of Mammalian Selenoprotein Thioredoxin Reductase 1 (TrxR1): qHTS. purified TrxR1 substrate turnover, NADPH consumption readout. 390,000 tested, 0.01% active. Potency, µM (series often up to 114 µM), for the others: at the highest dose activity change, negative = substrate turnover; note: potency is the fitted concentration of half-maximal effect; % is set by controls: 0 for no effect and ±100 for the full control effect; nearly all actives have a fitted effect of over 50% in size
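Rat TrxR1, dispensed at 90 nM, was prereduced with 400 uM NADPH (final) for 5 min at ~22 deg C, then incubated with compound 15 min before 400 uM selenite. A first-read NADPH fluorescence drop versus no-compound background flagged substrates.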
PI4K2A block: qHTS for small molecular inhibitors of PI4K2A; Phosphatidylinositol 4-kinase type 2-alpha (Homo sapiens), Q9BTU6; AID 1346378, 2018; purified PI4K2A, ADP-Glo luminescence, 1 h; active compounds read low; 420,000 tested, 0.13% active; activity change, negative = inhibition, % at 76.9 µM; in the data active = activity change below about -50%; inconclusive = mostly about -30% to -49%;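 note: -100% = wells without enzyme as full effect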
Target sequence (Q9BTU6 whole entry, looked up): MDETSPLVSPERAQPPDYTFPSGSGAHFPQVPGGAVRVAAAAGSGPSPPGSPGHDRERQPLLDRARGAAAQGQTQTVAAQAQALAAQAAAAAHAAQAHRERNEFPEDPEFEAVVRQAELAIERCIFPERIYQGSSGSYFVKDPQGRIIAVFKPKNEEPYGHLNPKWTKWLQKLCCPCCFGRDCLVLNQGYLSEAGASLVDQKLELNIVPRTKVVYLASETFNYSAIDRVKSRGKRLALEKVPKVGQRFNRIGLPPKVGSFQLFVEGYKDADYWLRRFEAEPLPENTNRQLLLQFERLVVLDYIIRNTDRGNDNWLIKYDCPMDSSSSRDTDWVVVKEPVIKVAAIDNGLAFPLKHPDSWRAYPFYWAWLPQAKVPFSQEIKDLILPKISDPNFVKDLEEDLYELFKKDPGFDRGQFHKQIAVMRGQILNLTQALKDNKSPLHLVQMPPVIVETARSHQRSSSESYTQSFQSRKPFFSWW
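PI4K2A activity was measured by ADP-Glo luminescence: enzyme (4 ug/mL stock) and phosphatidylinositol (1.2 mM stock) in Tris pH 7.5/MgCl2/EGTA/Triton X-100 buffer were reacted with ATP (300 microM stock) for one hour at ambient temperature.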
Glioma ERSR ind: qHTS for Inducers of the Endoplasmic Reticulum Stress Response (ERSR) in Human Glioma: qHTS | 420,000 tested, 0.02% active | Potency, µM, for inactives: top-dose activation, hits mostly activators | U87-MG GRP78 promoter luciferase reporter, 16 h; note: potency is the fitted concentration of half-maximal effect; series mostly up to about 76 µM; % of control where 0% means no effect; nearly all actives have a fitted effect of over 35% in size
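Stably transfected U87-MG human glioma cells carrying a GRP78-based luminescent sensor were seeded at 1000 cells/well, pin-dosed with compounds and incubated 16 h. Luciferase reagent was then added, and end-point luminescence was read after 10 min at room temperature.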
IDH1 R132H inh: qHTS for Inhibitors of mutant isocitrate dehydrogenase 1 (IDH1): qHTS. 390,000 tested, 0.093% active. IDH1-R132H enzyme, NADPH consumption, diaphorase/resazurin fluorescence. Isocitrate dehydrogenase [NADP] cytoplasmic (Homo sapiens), O75874. Potency, µM (top dose mostly 76.6 µM), inactives show at the highest dose activity change, negative = inhibition, most hits filed as inhibitors; note: potency is the fitted concentration of half-maximal effect; % is set by controls: 0 for no effect and ±100 for the full control effect; nearly all actives have a fitted effect of over 65% in size
Target sequence (O75874 whole entry R132H, stated change not applied): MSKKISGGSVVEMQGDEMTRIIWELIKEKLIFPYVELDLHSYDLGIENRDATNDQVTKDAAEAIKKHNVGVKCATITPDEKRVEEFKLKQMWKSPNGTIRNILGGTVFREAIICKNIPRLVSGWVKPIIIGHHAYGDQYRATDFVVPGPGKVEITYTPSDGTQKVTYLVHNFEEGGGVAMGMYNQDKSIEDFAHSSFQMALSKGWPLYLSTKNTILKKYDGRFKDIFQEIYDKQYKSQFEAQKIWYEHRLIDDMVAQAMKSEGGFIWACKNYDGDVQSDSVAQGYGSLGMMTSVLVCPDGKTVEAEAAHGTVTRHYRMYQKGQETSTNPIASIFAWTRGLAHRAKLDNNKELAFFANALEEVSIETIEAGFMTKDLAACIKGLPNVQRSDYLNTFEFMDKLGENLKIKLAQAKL
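IDH1-R132H (0.5 ug/mL dispensed) in pH 7.5 Tris buffer was preincubated 30 min with compound, then given a substrate mix of 0.016 mM NADPH and 2 mM alpha-KG for 80 min at room temperature; remaining NADPH was read by diaphorase/resazurin fluorescence.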
Vif-A3G inh: qHTS for Inhibitors of Vif-A3G Interactions: qHTS; DNA dC->dU-editing enzyme APOBEC-3G (Homo sapiens), Q9HC16; 410,000 tested, 0.076% active; Potency, µM (top dose mostly 46.1 µM), without a hit: at the highest dose activity, negative = active, hits mostly inhibitors; HeLa A3G-eYFP + Vif (tagged APOBEC3G with the HIV-1 protein that degrades it), YFP fluorescence, overnight;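 note: potency is the fitted concentration of half-maximal effect; % is set by controls: 0 for no effect and ±100 for the full control effect; nearly all actives have a fitted effect of over 60% in size; hits raise eYFP signal because A3G escapes Vif-driven loss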
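HeLa cells stably expressing Vif and C-terminally eYFP-tagged A3G, seeded overnight at 37 deg C, then exposed to compound by pintool overnight at 37 deg C. Rise in yellow fluorescence (Ex 488/Em 500-530, Acumen) marks blocked Vif-driven A3G degradation.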
Vif-A3F inh: qHTS for Inhibitors of Vif-A3F Interactions: qHTS | HeLa A3F-eYFP + Vif (tagged APOBEC3F with the HIV-1 protein that degrades it), YFP fluorescence increase | Potency, µM (series often up to 46.1 µM), for the others: at the highest dose activity, negative = active | 390,000 tested, 0.2% active | AID 602313, 2012; note: potency is the fitted concentration of half-maximal effect; % of control where 0% means no effect; nearly all actives have a fitted effect of over 65% in size
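HeLa cells stably expressing A3F-eYFP plus Vif, plated and incubated overnight at 37 deg C, then exposed to compounds overnight at 37 deg C. Blocked degradation read as raised yellow fluorescence (Ex 488/Em 500-530).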
LDHA inh: qHTS assay for inhibitors of human lactate dehydrogenase; L-lactate dehydrogenase A chain (Homo sapiens), P00338; purified LDHA, NADH/diaphorase-resazurin fluorescence; active compounds read low; activity change, % (values are at about 110 or 230 µM); 480,000 tested, 0.15% active; AID 1347041, 2019; in the data active = activity change below about -30%; inconclusive = mostly about -25% to -30%;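 note: plate controls were DMSO wells for no effect and wells without enzyme for full effect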
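Human LDH5 (2 nM) was incubated with 0.06 mM NADH and 0.2 mM pyruvate for 5 min at room temperature in Tris pH 7.4. Remaining NADH was coupled through diaphorase/resazurin, and resorufin fluorescence was read at 0 and 20 min.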
RXFP1 ag: qHTS Assay for Agonists of the Relaxin Receptor RXFP1. Potency, µM (doses to about 57.5 µM), for the others: at the highest dose activation, hits mostly activators. AID 2676, 2010. 370,000 tested, 0.3% active. Relaxin receptor 1 (Homo sapiens), Q9HBX9. HEK293T-RXFP1 cAMP TR-FRET, 30 min; response scale: percent of porcine relaxin response, buffer zero; note: potency is the fitted concentration of half-maximal effect; % is set by controls: 0 for no effect and ±100 for the full control effect; nearly all actives have a fitted effect of over 60% in size; many of its hits are not listed in these tables
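HEK293 cells stably expressing RXFP1, treated 30 min at 37C with compounds plus PDE4 inhibitor Ro 20174; cAMP measured by HTRF TR-FRET. Normalized to buffer and 29 nM porcine relaxin; EC50 by Hill fit.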
USP1-UAF1 inh: Inhibitors of USP1/UAF1: Primary Screen | 390,000 tested, 0.23% active | AID 743255, 2014 | Potency, µM (titrated, usually from 57.1 µM), for inactives: top-dose activity change, negative = inhibition, hits mostly inhibitors | recombinant USP1/UAF1, Ub-Rhodamine cleavage fluorescence | Ubiquitin carboxyl-terminal hydrolase 1 (Homo sapiens), O94782; note: potency is the fitted concentration of half-maximal effect; % is set by controls: 0 for no effect and ±100 for the full control effect; nearly all actives have a fitted effect of over 60% in size; inactives centre near -12
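High-throughput fluorogenic screen: 1nM USP1/UAF1 complex, Ub-Rho substrate 150nM final, 50mM HEPES pH 7.8 with 0.5mM EDTA, 0.1 mg/ml BSA, 1mM TCEP and 0.01% Tween-20.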
Starred values were filed as active, the others as inactive; ? = inconclusive; . = no result given; & = joins results of further samples; [ ] = another dose, or the depositor's remark. Unless noted, calls come from the whole dose curve; as a rule, active = well fitted curve in the direction sought with a large enough effect; inconclusive = small, poorly fitted or top-dose-only effect, or another doubt; inactive = no such curve, though single readings can be large; an effect the other way counts as inactive or inconclusive.

SMILES	TrxR1 substrate	PI4K2A block	Glioma ERSR ind	IDH1 R132H inh	Vif-A3G inh	Vif-A3F inh	LDHA inh	RXFP1 ag	USP1-UAF1 inh
CC(=O)NC1C(=O)N=C(SCC(=O)NC2CCCCC2)NC1=O (stereo not drawn)	6%	2	-5%	-3%	-1%	-2%	-3	-0.3%	-5%
Cc1c(C)n(-c2ccccc2)c2ncnc(NCCCN(C)C)c12	2%	-1	-2%	-17%	-5%	9%	-13	-2.6%	-13%
CCCCn1c(=O)n(Cc2cccc(F)c2)c(=O)c2c1ncn2Cc1ccco1	-3%[57.1 µM]	-5	-4%	1%	-6%	1%	-1&3	-0.5%	-24%
O=c1[nH]cnc2sc3c(c12)CN(Cc1ccccc1)CC3	141%	5	-5%	-4%	1%	13%	-6	27%	?
CCOC(=O)N1CCN(C(=O)c2cccc(S(=O)(=O)Nc3ccccc3Cl)c2)CC1	-9%	-4	-2%	7%	-5%	-7%	-10	0.0%	-14%
O=C(CN1CCCCC1)Nc1cccc(Cl)c1Cl	-2%	2	3%	6%	-1%	-1%	-2	-0.1%	-16%
CC(C)(C)C1CCC(=O)N(CCC#N)CC1 (stereo not drawn)	6%&1%	0	-1%&-3%	4%	-2%&0%	-3%	0	-3.0%	-11%
COc1ccc(-n2nc(C(=O)NCC(=O)N3CCN(C)CC3)c3ccccc3c2=O)cc1OC	-5%	6	1%	0%	1%	-2%	-9	2.6%	-14%
CCOc1cc(/C=N/NC(=O)CN2CCOCC2)ccc1OCc1ccccc1	-16%	7	-6%	-2%	-4%	-4%	-1	5.6%	-1%
COc1ccc(C(C(=O)NC2CCCC2)N(C(=O)c2ccco2)c2cc3c(cc2C(C)=O)OCO3)cc1 (stereo not drawn)	2%[57.1 µM]	2	-2%	5%	0%	-8%	-4	-0.6%	-4%
Cc1[nH]c2ccccc2c1SCC(=O)N1CCOCC1	12%[57.1 µM]	5	-5%	8%	5%	-12%	-12	-1.3%	-13%
O=C(Oc1c(Cl)cc(Cl)c2cccnc12)c1cccc([N+](=O)[O-])c1	-8%	-25	-3%	3%	-11%	0%	14	2.4%	-22%
O=C(c1ccc(N2CCN(C(=O)c3cccc(F)c3)CC2)cc1)c1cccc(F)c1	5%	-1	-2%	0%	0%	6%	1	0.8%	-22%
COc1cccc(N=Cc2c(O)c3ccccc3oc2=O)c1	6%	-5	0%	7%	-2%	5%	-3	-0.2%	3%
CC(C)CCNS(=O)(=O)c1ccc(-c2ccc(S(=O)(=O)NCCC(C)C)cc2)cc1	8%	-1	-3%	-2%	0%	2%	-1	-1.1%	-1%
O=C(CCc1ccc(S(=O)(=O)N2CCOCC2)cc1)Nc1nc(COc2ccccc2)cs1	-2%	2	-6%	-4%	6%	-12%	-2	-0.1%	-20%
CC(C)NC(=O)c1ccccc1NC(=O)CS(=O)(=O)Cc1ccccc1	12%	0	-5%	12%	2%	1%	0	2.8%	-15%
CN(CC(=O)NC1CC1)S(=O)(=O)c1cc(Cl)ccc1Cl	-2%	-2	-2%	18%	2%	1%	-11	-3.8%	-17%
CC(C)(C)C1CCc2onc(C(=O)NCc3ccc(F)cc3)c2C1 (stereo not drawn)	-8%	5	-3%	4%	1%	0%	1	4.3%	-23%
NC(N)=Nc1nc(-c2ccccc2)c2ccccc2n1	6%[57.1 µM]	4	-9%	-7%	3%	0%	11&0	0.8%	-18%
CCS(=O)(=O)n1nc(-c2ccco2)nc1N	7%[57.1 µM]	4	1%	-5%	-5%	4%	-2	-0.5%	?
COc1cc(/C=N/NC(=O)c2ccoc2C)ccc1O	-12%	-17	4%	5%	-1%	4%	2	0.7%	-22%
COc1ccc(C)cc1S(=O)(=O)N(CC(N)=O)Cc1ccccc1	4%[57.1 µM]	0	-4%	1%	0%	0%	-4	0.6%	1%
COc1cc(CNC(=O)c2cc(-c3cc(Cl)ccc3C)n[nH]2)cc(OC)c1	.	-9	-1%	.	-5%	.	-5	.	.
CCOC(=O)C1=C(c2ccccc2)OC(N)=C(C#N)C1c1ccc(Cl)s1 (stereo not drawn)	6%[11.4 µM]	-1	-3%	0%	-12%	-20%	2	1.7%	-5%
Cc1ccc(C(=O)NCCCNC(=O)c2ccccn2)cc1	4%	4	-2%	2%	-4%	-1%	-2	1.7%	?
Cc1c(C)n(CC(O)CN2CCN(C)CC2)c2ccccc12 (stereo not drawn)	15%	-2	-3%	0%	1%	-2%	-1	0.1%	-20%
N#Cc1cccc(OC(=O)c2ccc3c(=O)n4c(nc3c2)CCC4)c1	9%	-9	2%	6%	-2%	?	7	5.8%	-16%
CC1CCN(CCC(=O)Nc2ccc3c(c2)CCC3)CC1	5%	1	-3%	7%	1%	0%	-3	-0.4%	-3%
O=C(Nc1ccc([N+](=O)[O-])cc1Br)c1cccnc1	-9%	2	-3%	1%	-2%	7%	-10	5.5%	-7%
Cc1ccc(S(=O)(=O)N2CCN(C(=O)N3CCOCC3)CC2)c(C)c1	-2%	4	-4%	-4%	-1%	-2%	-2	-2.7%	-3%
CC(C)c1nnc(NC(=O)C2CCCN2S(=O)(=O)c2ccc(Cl)cc2)s1 (stereo not drawn)	-6%	-2	-8%	9%	2%	3%	-6	-0.4%	-4%
COc1cccc(OCCSc2nc3ccccc3n2CC(=O)N2CCCCC2)c1	4%	6	-2%	7%	3%	-2%	1	1.7%	-23%
CCN(C(=O)CSc1nc2ccc(O)cc2c(=O)n1-c1ccc(OC)c(OC)c1)C1CCS(=O)(=O)C1 (stereo not drawn)	8%	-1	-7%	11%	0%	1%	-3	13%	?
COC(=O)CCC(=O)NNC(=O)c1ccc(Cl)cc1Cl	3%	9	-1%	8%	2%	0%	-1	0.6%	-13%
CCc1ccc(CNC(=O)c2ccc(NC(=O)N3CC(C)Sc4ccccc43)cc2)cc1 (stereo not drawn)	-3%	1	-2%	0%	3%	1%	5	-1.4%	-9%
S=C(NCc1cccnc1)Nc1ccc(Cl)cc1Cl	10%[57.1 µM]	2	-2%	13%	0%	-3%	-9	0.2%	-3%
Cc1cc(C)c2oc(-c3cccc(NC(=O)c4ccco4)c3)nc2c1	11%	-9	-3%	0%	1%	-5%	-11	-1.0%	-4%
CCc1nc2ccc(C(=O)NCCc3ccccn3)cn2c1N(CC)Cc1cccc(Br)c1	.	-3	0%	.	-13%	.	1	.	.
CC(Sc1ncnc2sccc12)C(=O)Nc1ccc(C(N)=O)cc1 (stereo not drawn)	9%	-21	-5%	0%	-6%	-28%	-5	5.0%	-24%
O=C(CNC(=O)Cn1ccc2ccccc2c1=O)NCCCN1CCN(c2cccc(Cl)c2)CC1	10%[57.1 µM]	-5	-4%	2%	1%	9%	1	-0.4%	0%
CCN(C(=O)CSc1ccc2c(c1)OCCO2)C1CCS(=O)(=O)C1 (stereo not drawn)	12%[57.1 µM]	-14	-3%	1%	-5%	-7%	-3	-0.9%	-20%
CCN1CCCC1CNC(=O)C(NC(=O)C1CCC(C)CC1)C(C)C (stereo not drawn)	4%	-7	-6%	0%	-4%	0%	-5	-0.7%	-7%
COc1ccc(OCC#CCn2ccnc2)cc1	0%	-2	-2%	3%	0%	0%	-3	-0.6%	3%
COc1ccc(CNC(=O)COC(=O)CCN2C(=O)C3CC=CCC3C2=O)cc1OC (stereo not drawn)	-1%	5	-4%	-5%	1%	6%	1	-0.4%	-18%
O=C(CN1C(=O)NC2(CCCCCCC2)C1=O)NCc1ccc(F)cc1	-10%	2	-1%	-12%	1%	-8%	-6	.	-13%
COc1ccc(-c2csc(=Nc3ccccc3)n2CCO)cc1F	-9%	-7	2%	3%	-1%	3%	0	4.2%	-22%
CNC(=S)NCC(O)c1ccc([N+](=O)[O-])cc1 (stereo not drawn)	12%[57.1 µM]	-6	-2%	12%	2%	4%	-13	1.4%	-23%
COc1ccc(OC)c(-c2nnc3n2N=C(c2ccc(OC(F)F)c(OCC4CC4)c2)CS3)c1	1%	7	-4%	.	?	-5%	3	.	.
CC(C)c1nn2c(=O)cc(COC(=O)c3ccccc3NC(=O)COc3ccccc3)nc2s1	6%[57.1 µM]	7	3%	-3%	-17%	?	-10	3.8%	-23%

Single values from the results shown:
IDH1 R132H inh result of CC(C)CCNS(=O)(=O)c1ccc(-c2ccc(S(=O)(=O)NCCC(C)C)cc2)cc1 stands at -2%
Glioma ERSR ind result of CC(=O)NC1C(=O)N=C(SCC(=O)NC2CCCCC2)NC1=O (stereo not drawn) stands at -5%

This is a subset; rates above refer to the full screens.
